Screening data: PubChem, several laboratories
SMARCA2 activ – activators of SMARCA2 function; MG213 cells, MMTV-luciferase reporter, dexamethasone, overnight; activation, % at 9.1 µM; actives 1% (n = 370,000); in the data active means activation above about 7.8%;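 further: 0% = vehicle wells and 100% = reference activator wells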
PLCb3 inh – blocks human PLC-beta3 enzyme activity; Q01970; Purified PLC-beta3, fluorogenic substrate, fluorescence; inhibition, % at 12.2 µM; actives 0.18% (n = 370,000); AID 720704; in the data active means inhibition above about 11%;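 further: 0% = median of compound wells on plate and 100% = full blocker control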
GAA850 FXN act – activators of GAA850 frataxin (FXN) promoter; HEK293 lucGAA850 FXN promoter luciferase reporter, 24 h; percent of 10 µM SAHA response; AID 540364; activation, % at 6 µM; actives 0.56% (n = 360,000);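 active means activation above the average of all compounds screened plus 3 SD, cutoff fixed separately per campaign, cut at about 7.5% in these data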;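 further: 0% = DMSO wells and 100% = 10 µM SAHA wells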
hcDAF12 agonist – activators of H. contortus DAF-12 nuclear receptor. HEK293 hcDAF-12 lit1-tk-luc reporter, luminescence; 0% DMSO, 100% Δ7-dafachronic acid. activation, % at 6.8 µM. actives 1.4% (n = 370,000). AID 652067;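 active means activation above the mean of all tested compounds plus 3 SD, cut at about 5.5% in these data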;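 further: 100% = response to 3 µM Δ7-dafachronic acid high control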
PG9 Ab binder – binds the HIV-1 gp120 antibody PG9 | TR-FRET gp120-PG9 antibody binding | inhibition, % at 6.7 µM | AID 624416 | actives 0.43% (n = 360,000); in the data active means inhibition above about 8.5%
hgDAF-12 ag – hgDAF-12 agonism, primary luciferase screen; HEK293 GAL4-hgDAF12 UAS-luciferase reporter, agonist luminescence; normalized to butyrate control; activation, % at 6.8 µM; actives 1.8% (n = 370,000); AID 687014;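 active means activation above a cutoff set at the mean of all screened compounds plus 3 SD, cut at about 10% in these data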;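 further: 0% = DMSO wells and 100% = sodium butyrate wells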
DAX1 inh-1 – blocks DAX1 repression of SF-1 activated StAR promoter. HEK293T StAR-luciferase reporter, SF-1/DAX-1 repression relief. inhibition, % at 6.8 µM. actives 1.1% (n = 370,000). AID 652010;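 active means inhibition above the mean over all tested compounds plus 3 SD, cut at about 3.6% in these data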;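 further: 0% = DAX-1 cells with DMSO and 100% = cells lacking DAX-1 with DMSO; higher inhibition means more luminescence from relief of DAX-1 repression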
ssDAF12 agonist – activates DAF-12 receptor from parasite S. stercoralis; HEK293 ssDAF-12/GRIP1 lit1-tk-luc reporter, luminescence; % of 3 µM dafachronic acid response; activation, % at 6.8 µM; actives 1% (n = 370,000);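 active means activation above the mean over all tested compounds plus 3 SD, cut at about 0.9% in these data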;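 further: 0% = DMSO-only wells and 100% = 3 µM delta7-dafachronic acid wells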
DAX1 inh-2 – inhibitors of human orphan nuclear receptor DAX1 (NR0B1); HEK293 Gal4-DAX1 luciferase reporter, luminescence; inhibition, % at 6.75 µM; actives 0.99% (n = 340,000); AID 504766;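 active means inhibition above the mean over all tested compounds plus 3 SD, cut at about 4.2% in these data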;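 further: 0% = DAX1-transfected cells with DMSO and 100% = empty-vector control cells with DMSO; inhibition shows as a rise in luminescence from relieved DAX1 repression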
Target sequence (P51843 207-470 limits assumed): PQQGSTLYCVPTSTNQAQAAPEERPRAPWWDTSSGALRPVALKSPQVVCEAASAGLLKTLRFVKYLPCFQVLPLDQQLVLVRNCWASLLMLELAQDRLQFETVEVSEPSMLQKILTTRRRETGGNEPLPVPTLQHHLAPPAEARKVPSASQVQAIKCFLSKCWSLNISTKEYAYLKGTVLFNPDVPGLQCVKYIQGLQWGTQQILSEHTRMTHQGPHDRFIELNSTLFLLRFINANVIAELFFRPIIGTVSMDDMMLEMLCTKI
HGIII-sPLA2 inh – Blocks human group III sPLA2 activity. AID 743126. actives 0.56% (n = 370,000). QFRET BODIPY PC-A2 liposome hydrolysis, fluorescence. inhibition, % at 12.2 µM. Q9NZ20;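 active means inhibition above mean plus 3 SD of compounds lying within the high and low control bounds, cut at about 19% in these data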;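 further: 0% = median of test compound wells and 100% = no enzyme DMSO wells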
Target sequence (Q9NZ20 whole entry, looked up): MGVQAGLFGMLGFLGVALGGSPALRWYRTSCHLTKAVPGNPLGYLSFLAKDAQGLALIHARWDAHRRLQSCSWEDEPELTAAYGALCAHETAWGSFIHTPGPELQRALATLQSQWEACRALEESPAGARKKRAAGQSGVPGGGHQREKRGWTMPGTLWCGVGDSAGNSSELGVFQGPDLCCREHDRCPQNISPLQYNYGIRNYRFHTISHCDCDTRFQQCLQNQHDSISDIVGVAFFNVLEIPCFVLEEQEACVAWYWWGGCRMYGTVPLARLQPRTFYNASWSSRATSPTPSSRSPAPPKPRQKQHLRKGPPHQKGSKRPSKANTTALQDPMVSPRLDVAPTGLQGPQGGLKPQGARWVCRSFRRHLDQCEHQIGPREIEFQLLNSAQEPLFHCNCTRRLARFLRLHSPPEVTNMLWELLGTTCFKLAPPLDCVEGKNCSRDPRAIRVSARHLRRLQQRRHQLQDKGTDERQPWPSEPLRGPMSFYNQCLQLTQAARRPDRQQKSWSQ
NR1D1 modulator – modulators of human Rev-erb alpha DNA binding | P20393 | Rev-erbα–FITC-DNA binding, fluorescence polarization, 90 min | activity, % at 10 µM | actives 0.79% (n = 370,000) | AID 1259318;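 active means activity above about 14%, limit read from the data; passing the limit was not always enough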;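 further: 0% = DMSO wells with 35 nM protein and 100% = DMSO wells with 750 nM protein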
Active calls of the source: *; / = not tested or not shown; & = joins results of further samples.

SMILES	SMARCA2 activ	PLCb3 inh	GAA850 FXN act	hcDAF12 agonist	PG9 Ab binder	hgDAF-12 ag	DAX1 inh-1	ssDAF12 agonist	DAX1 inh-2	HGIII-sPLA2 inh	NR1D1 modulator
CCOC(=O)N1CCN(C(=O)c2ccccc2NC(=O)c2ccc(C(C)(C)C)cc2)CC1	1	-1	-1.1	-2.5	0.7	-3.7	-0.2	-1.9	-2.3	2	1
Cc1ccc(S(=O)(=O)N=C2SCCCS2)cc1	-1	3	1.4	-1.4	-1.0	-0.5	0.0	-1.3	1.2	-3	-3
COc1ccc(OC)c(NC(=O)CS(=O)(=O)Cc2nc(-c3ccccc3C)oc2C)c1	-2	1	-0.2	-3.5	-1.8	-1.6	-1.4	-1.3	-0.1	-27	-7
Cc1ccc(-c2c(C)n([O-])c3c([n+]2=O)CCCCC3)cc1	1	-1	2.5	-1.2	-2.2	1.7	-0.1	-1.3	-0.8	-1	5
CCCC(=O)Nc1nc(CC(=O)OCC)cs1	1	-9	0.8	-1.9	1.4	2.7	0.0	-1.9	-0.8	2	0
CCc1cc(=O)oc2cc(C)cc(OCC(=O)NCC(O)c3ccccc3)c12 (stereo unspecified)	-2	-207	1.3	-1.3	-0.6	-2.6	-2.5	-1.3	0.0	8	-3
COc1ccc(CCNC(=O)Cn2nc(C)n3nc(-c4ccccc4)cc3c2=O)cc1OC	5	-4	-0.4	-0.3	-1.2	-2.7	-0.3	-1.5	0.1	-3	-2
Cc1ccc(OC(C)C(=O)Nc2ccc(F)cc2)c([N+](=O)[O-])n1 (stereo unspecified)	2	-7	3.8	-3.2	-2.4	1.1	0.0	-1.2	0.7	-5	-9
Cc1cc2nc3c(nc2cc1C)CCCC3	1	-3	2.6	2.6	-0.6	6.9	0.2	-0.7	2.6	-2	1
S=c1[nH]ncn1/N=C/c1ccc(N2CCOCC2)cc1	9.2*	-6	4.5	1.5	-0.5	6.9	2.5	-0.1	0.2	4	-4
CCOC(=O)Cc1nc(N2CCN(CCO)CC2)c2c(C)c(C(=O)OCC)sc2n1	-6	-10	/	-2.4	/	-0.9	0.8	-0.6	/	3	2
CCCc1cc(C(=O)Nc2ccc(Cl)cn2)cs1	-1	-10	1.3	7.3*	1.3	13*	16*	-0.1	-0.9	9	-5
O=[N+]([O-])C1C(c2ccccc2)=NOC1c1ccccc1O (stereo unspecified)	-1	-6	0.4	4.3	-0.1	3.0	-0.2	0.2	2.6	-17	0
O=C(Cc1ccc(-n2c(=O)c3ccccc3n(Cc3cccc([N+](=O)[O-])c3)c2=O)cc1)NCC1CCCO1 (stereo unspecified)	-1	6	/	-2.2	-2.6	-3.1	-0.1	-1.7	/	-8	2
Cc1ccc(Oc2nc(-c3ccccc3)ncc2S(=O)(=O)c2ccc(C)cc2)cc1	2	3	-1.1	0.7	-1.3	5.1	0.0	-0.8	0.6	-2	2
COC(=O)c1nn(-c2cccc(Cl)c2)ccc1=O	-3	4	-1.4	-1.6	-0.4	-3.2	0.7	-1.9	2.5	7	5
C/C(=N\NC(=O)CN1CCN(S(=O)(=O)c2ccc(C)cc2)CC1)c1cccnc1	2	2	0.8	1.0	-2.9	-0.9	0.3	-1.2	-0.9	-13	6
COc1ccc(N2CCc3c(C)nc4c(OC)cccc4c32)cc1	4	-109	-2.3	-1.6	-0.1	-6.3	-1.9	-2.2	-2.4	2	7
CNC(=S)N/N=C/c1ccc(N2CCOCC2)s1	2	-54	1.7	-0.7	-23	3.7	0.8	-0.9	2.6	11	-2
COc1cccc(CNC(=O)CCNC(=O)C2CCN(S(=O)(=O)c3ccc(F)cc3)CC2)c1	1	-1	1.5	-1.1	-0.8	0.8	0.8	-1.2	0.2	2	6
COc1cccc(N2CC(C(=O)Nc3nnc(SCC(=O)N4CCCC4)s3)CC2=O)c1 (stereo unspecified)	-2	-11	-0.3	-0.3	1.0	2.5	0.9	-0.8	1.0	-6	-3
CC1CCCC(NC(=O)c2ccc3c(c2)N(Cc2ccccc2)C(=O)CS3=O)C1C (stereo unspecified)	-2	0	-1.2	-0.8	-1.1	1.5	0.2	-0.5	2.7	-15	0
CC(=O)Nc1ccc(-c2nnc(SCc3ccccc3C#N)n2C)cc1	0	1	-0.1	-0.1	-1.6	0.9	-0.2	-1.0	2.3	3	-3
OCCC1CN(Cc2cccn2-c2ccccn2)CCN1C1CCCCC1 (stereo unspecified)	3	-14	0.5	3.0	-1.4	4.4	-0.5	-0.8	-0.2	13	-3
CCC(CC)c1nc(C#N)c(NCc2ccccc2)o1	1	5	-0.5	-4.4	-4.2	-1.5	-0.9	-1.5	0.4	-2	-3

Next compounds:
SMILES	SMARCA2 activ	PLCb3 inh	GAA850 FXN act	hcDAF12 agonist	PG9 Ab binder	hgDAF-12 ag	DAX1 inh-1	ssDAF12 agonist	DAX1 inh-2	HGIII-sPLA2 inh	NR1D1 modulator
O=C(Cc1ccccc1)Nc1ccccc1C(=O)N1CCCCCC1	0	1	1.7	2.5	-1.8	1.6	-0.4	-0.5	-1.2	4	-5
Cc1nnc(SCC(=O)c2ccccc2)n1Cc1ccccc1	-2	3	3.9	-1.2	-1.1	-1.9	-0.1	0.4	-1.8	-15	-2
COC(=O)[C@]12C[C@H](CC(=O)N3CCN(C(=O)C4CC4)CC3)C(=O)N(Cc3ccco3)C1=C[C@H](C(C)C)O[C@@H]2C1CC1	-4	-2	/	-3.0	/	0.0	0.3	-1.7	/	20*	-1
CC(c1ccccc1)n1c(Cn2ncc3ccccc3c2=O)n[nH]c1=S (stereo unspecified)	0	-56	1.7	-0.6	2.1	-4.1	-0.8	-0.3	-0.2	6	2
CCCN(CC1CC1)C(=O)CCc1nnc(C(OC)c2ccccc2)o1 (stereo unspecified)	-5	-7	1.3	1.5	0.6	2.6	-0.5	-1.6	0.1	-4	0
CC(C)C(=O)NC(=S)Nc1ccc(S(=O)(=O)N2CCN(C)CC2)cc1	-3	-1	0.7	-2.1	0.1	-1.1	0.0	-1.3	-0.8	7	-5
COc1ccc(OC(=O)COc2ccc(Cl)cc2)cc1	2	-3	-2.1	-1.4	-1.4	1.8	0.4	-1.1	0.4	-5	3
O=[N+]([O-])c1ccc2[nH]c(O)c(N=Nc3ccc(F)cc3)c2c1	-2	-1	0.1	2.2	1.1	-0.5	-0.2	-0.3	0.7	4	0
Cc1ccc(C(=O)OCC(=O)N2C(C)CCCC2C)s1 (stereo unspecified)	2	-3	3.3	0.7	-0.1	2.6	2.6	-1.4	2.1	-6	2
Cn1c(=O)c2c(ncn2C)n(C)c1=O	-7	1	-0.8	1.0	-0.8	0.9	1.3	-0.5	0.1	13	-2&3
CS(=O)(=O)N1CCN(c2ccccc2NC(=S)NC(=O)c2ccco2)CC1	3	-6	-2.9	-0.6	-2.1	2.6	0.5	-1.0	0.0	5	-1
COc1cc(/C=N/NC(N)=O)cc([N+](=O)[O-])c1O	3	6	1.1	-1.7	-18	-1.3	-0.2	-0.9	0.1	9	3
COc1ccc(NC(=O)C2(C)Cc3c(-c4ccc(C(N)=O)cc4)ccnc3O2)cn1 (stereo unspecified)	-2	1	-0.1	-0.7	2.4	0.1	0.4	-1.3	/	2	3
Cc1cc(C)n(-c2c(F)c(F)c(CN3CCOCC3)c(F)c2F)n1	0	4	2.5	0.9	0.4	-0.8	0.1	-1.1	0.8	4	-3
Nc1nn(-c2ccccc2Cl)cc1-c1nn[nH]n1	1	-5	-1.8	1.4	1.1	1.7	-0.3	-0.4	1.0	-3	-4
COc1cc(OC)c(OC)cc1CCC(C)NCCC(c1ccccc1)c1ccccc1 (stereo unspecified)	-2	1	13*	-2.4	0.6	-1.3	0.0	-0.8	-0.6	-6	-2
CCC[C@H]1CN(c2ccccc2)C(=O)[C@@H]1CC(=O)Nc1ccccc1	-1	3	-0.6	0.3	-2.2	2.0	-0.2	-0.6	-0.8	4	-3
Cc1ccc(N(C(=O)c2csnn2)C(C(=O)NC2CCCC2)c2cccnc2)c(C)c1 (stereo unspecified)	-2	-2	0.0	-1.4	0.9	-2.9	0.3	-1.2	1.9	-2	-9
COC(=O)c1ccc(C2/C(=C(\O)c3ccc4c(c3)OCCO4)C(=O)C(=O)N2CCCN(C)C)cc1 (stereo unspecified)	-3	-2	-0.6	-1.8	1.5	2.0	0.6	-0.8	2.8	4	-3
Cc1cc(OCC(=O)N2CCc3ccccc3C2)c2c(-c3ccccc3)cc(=O)oc2c1	-4	-74	-0.6	-0.5	1.0	-2.1	-0.7	-0.8	-0.9	-5	4
Cn1c(Sc2ccc(C(=O)O)cc2[N+](=O)[O-])nnc1-c1ccccc1	-2	0	-0.4	-0.9	-1.6	-1.6	-0.2	-0.1	3.3	0	0

Given as labelled records: entries from further up.
smiles: Cc1ccc(C(=O)OCC(=O)N2C(C)CCCC2C)s1 (stereo unspecified)
  SMARCA2 activ: 2
  PLCb3 inh: -3
  GAA850 FXN act: 3.3
  hcDAF12 agonist: 0.7
  PG9 Ab binder: -0.1
  hgDAF-12 ag: 2.6
  DAX1 inh-1: 2.6
  ssDAF12 agonist: -1.4
  DAX1 inh-2: 2.1
  HGIII-sPLA2 inh: -6
  NR1D1 modulator: 2

smiles: Cn1c(=O)c2c(ncn2C)n(C)c1=O
  SMARCA2 activ: -7
  PLCb3 inh: 1
  GAA850 FXN act: -0.8
  hcDAF12 agonist: 1.0
  PG9 Ab binder: -0.8
  hgDAF-12 ag: 0.9
  DAX1 inh-1: 1.3
  ssDAF12 agonist: -0.5
  DAX1 inh-2: 0.1
  HGIII-sPLA2 inh: 13
  NR1D1 modulator: -2&3

An excerpt from above in order of the hcDAF12 agonist value, largest number first.
compound	SMARCA2 activ	PLCb3 inh	hcDAF12 agonist	PG9 Ab binder	DAX1 inh-1	ssDAF12 agonist	DAX1 inh-2	HGIII-sPLA2 inh	NR1D1 modulator
CCCN(CC1CC1)C(=O)CCc1nnc(C(OC)c2ccccc2)o1 (stereo unspecified)	-5	-7	1.5	0.6	-0.5	-1.6	0.1	-4	0
Nc1nn(-c2ccccc2Cl)cc1-c1nn[nH]n1	1	-5	1.4	1.1	-0.3	-0.4	1.0	-3	-4
Cc1ccc(C(=O)OCC(=O)N2C(C)CCCC2C)s1 (stereo unspecified)	2	-3	0.7	-0.1	2.6	-1.4	2.1	-6	2
Cn1c(Sc2ccc(C(=O)O)cc2[N+](=O)[O-])nnc1-c1ccccc1	-2	0	-0.9	-1.6	-0.2	-0.1	3.3	0	0
Cc1ccc(N(C(=O)c2csnn2)C(C(=O)NC2CCCC2)c2cccnc2)c(C)c1 (stereo unspecified)	-2	-2	-1.4	0.9	0.3	-1.2	1.9	-2	-9
